MCL1 BIM primary = MCL1-BIM-BH3 interaction inhibition (human); Q07820; GST-MCL1 / FITC-Bim-BH3 fluorescence polarization; inhibition, % at 10.9 µM; actives 0.68% (n = 320,000);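 active = inhibition above the mean inhibition of all tested compounds plus 3 SD, set per campaign, cut at about 40% in these data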;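 note: 0% = DMSO wells and 100% = unlabeled Bim-BH3 peptide control; higher means more loss of mP so more displacement of Bim peptide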
Target sequence (Q07820 whole entry, looked up): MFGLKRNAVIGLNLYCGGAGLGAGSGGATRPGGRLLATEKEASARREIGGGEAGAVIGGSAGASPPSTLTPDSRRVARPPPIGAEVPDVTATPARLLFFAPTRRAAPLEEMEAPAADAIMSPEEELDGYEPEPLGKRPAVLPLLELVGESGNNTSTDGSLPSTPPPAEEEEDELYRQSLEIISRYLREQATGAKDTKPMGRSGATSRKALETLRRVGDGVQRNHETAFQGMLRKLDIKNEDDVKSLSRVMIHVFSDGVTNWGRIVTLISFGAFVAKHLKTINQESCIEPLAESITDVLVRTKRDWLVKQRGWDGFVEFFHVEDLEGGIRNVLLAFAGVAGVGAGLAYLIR
CR mimetic SO = lowers age-related superoxide in aged yeast cells | S. cerevisiae aged cells, superoxide DHE fluorescence; stronger effect = lower value | superoxide response (% of plate mean), % at 10 µM | actives 0.18% (n = 330,000) | AID 2690;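 active = superoxide response under a set limit, about three screen SD below normal, cut at about 65% in these data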;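 note: yeast aged for seven days with compound at 30 °C before DHE staining; 100% = average MFI of all compound-treated wells on the plate with controls excluded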
GLD-1 TGE inh = GLD-1-TGE RNA interaction inhibition (C. elegans) | Q17339 | purified GLD-1 + fluorescein TGE RNA, fluorescence polarization | inhibition, % at 5.96 µM | actives 0.44% (n = 320,000);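 active = percent inhibition above a per-plate cutoff, the plate mean of test compounds plus 3 SD, cut at about 30% in these data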;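 note: 0% = DMSO wells with GLD-1 and probe and 100% = wells lacking GLD-1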
EBNA-1 inhibitor = blocks EBNA-1 binding to DNA | actives 0.34% (n = 300,000) | AID 1950 | inhibition, % at 14.8 µM | EBNA-1 DNA binding, fluorescence polarization; in the data active = inhibition above about 28%
BCLXL inh = blocks human Bcl-xL binding to Bim BH3 peptide; inhibition, % at 10.9 µM; Q07817; actives 0.7% (n = 320,000); GST-Bcl-xL / FITC-Bim BH3 peptide fluorescence polarization; AID 2129;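 active = inhibition above the mean of all tested compounds plus 3 SD, cutoff set per campaign, cut at about 30% in these data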;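 note: 0% = DMSO wells and 100% = unlabeled Bim-BH3 peptide competitor; inhibitors lower millipolarization by displacing the labeled peptide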
ZTA DNA inh = blocks Epstein-Barr virus ZTA, an EBNA-1 counter-screen. inhibition, % at 11 µM. actives 0.15% (n = 320,000). AID 2234. ZTA-DNA binding, fluorescence polarization; in the data active = inhibition above about 33%
Target sequence (P03206 whole entry, looked up): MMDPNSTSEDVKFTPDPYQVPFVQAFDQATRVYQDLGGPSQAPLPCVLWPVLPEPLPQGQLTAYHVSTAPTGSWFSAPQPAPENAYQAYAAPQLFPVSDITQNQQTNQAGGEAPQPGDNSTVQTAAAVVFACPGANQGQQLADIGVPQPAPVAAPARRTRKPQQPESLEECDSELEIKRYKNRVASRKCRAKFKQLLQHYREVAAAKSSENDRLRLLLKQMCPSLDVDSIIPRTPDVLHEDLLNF
Efflux pump mplx = blocks antifungal efflux pumps in multiplex yeast assay; S. cerevisiae Candida pump triplex, Nile Red efflux; inhibition, % at 10 µM; actives 0.44% (n = 330,000); AID 485275;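 active = plate passing quality check with inhibition over a set limit, or well fluorescence over plate mean plus 4 SD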;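 note: Nile Red retained in pooled yeast measured as flow cytometry median fluorescence; 0% = buffer negative control and 100% = Enniatin B positive control; higher means more Nile Red kept so more efflux inhibition; some compounds called inactive have numbers as strong as hits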
MEX-5 binding = C. elegans MEX-5 TCR-2 RNA binding activity. Q9XUB2. MEX-5/FITC-TCR2 RNA binding, fluorescence polarization; stronger effect = lower value. activity score (negative = inhibition of binding), % at 10 µM. actives 0.38% (n = 300,000). AID 1832;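 active = inhibition past about -25% in most replicates, and total fluorescence under double the plate's negative control median, limit read from the data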;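 note: 0% = DMSO and -100% = 5 µM competing unlabeled TCR2 RNA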
Target sequence (Q9XUB2 whole entry, looked up): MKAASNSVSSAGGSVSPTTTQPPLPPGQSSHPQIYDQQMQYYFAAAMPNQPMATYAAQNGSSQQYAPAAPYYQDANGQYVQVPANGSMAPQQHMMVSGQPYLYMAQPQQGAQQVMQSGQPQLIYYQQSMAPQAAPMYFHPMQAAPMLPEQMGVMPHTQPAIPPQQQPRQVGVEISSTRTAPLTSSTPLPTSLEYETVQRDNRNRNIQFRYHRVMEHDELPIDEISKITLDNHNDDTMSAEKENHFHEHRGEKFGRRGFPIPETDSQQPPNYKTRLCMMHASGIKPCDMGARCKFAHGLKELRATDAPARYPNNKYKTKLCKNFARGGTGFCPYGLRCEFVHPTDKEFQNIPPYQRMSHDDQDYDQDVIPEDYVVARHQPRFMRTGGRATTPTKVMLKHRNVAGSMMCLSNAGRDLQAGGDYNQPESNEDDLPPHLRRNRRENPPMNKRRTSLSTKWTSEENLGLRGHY
Fam108B inh = counter-screen for RBBP9 inhibitors: inhibitors of mouse Fam108B | actives 0.33% (n = 300,000) | recombinant Fam108B, FP-Rh probe fluorescence polarization | inhibition, % at 9.51 µM | AID 1947;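 active = inhibition above the screen mean inhibition plus 3 SD, computed separately per campaign, cut at about 18% in these data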;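 note: inhibitors lower polarization as less probe binds the enzyme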
* hit, by the source's call; x = no result given.

SMILES | MCL1 BIM primary | CR mimetic SO | GLD-1 TGE inh | EBNA-1 inhibitor | BCLXL inh | ZTA DNA inh | Efflux pump mplx | MEX-5 binding | Fam108B inh
CCOc1ccc2c(c1)C(c1ccc(C)cc1)=NNC(c1ccc(C)cc1)=N2 | 13 | 92 | -6 | -2 | 6 | -3 | 0.2 | -0.8 | -3
Cc1ccc(NC(=O)NC2C(NC(=O)Nc3ccc(C)cc3)N(C)C(=O)N2C)cc1 (centres undefined) | 1 | 89 | -1 | 1 | 0 | 0 | -4.2 | 1.9 | -2
Cc1ccc(NC(=O)c2ccc(S(=O)(=O)N3CCCC3)cc2)nc1 | -5 | 112 | -1 | -2 | 1 | 0 | 0.1 | -2.2 | -2
CC(=O)c1ccc(-c2nnc(CCC(=O)N(C)Cc3c(C)nc4ccccn34)o2)s1 | -4 | 108 | 4 | 6 | 2 | 3 | 0.1 | 0.0 | -1
Cc1ccc(S(=O)(=O)N2CCC(=O)N(C(COCc3cccc(C(F)(F)F)c3)Cc3ccccc3)CC2)cc1 (centres undefined) | -1 | x | 6 | -16 | 4 | -8 | x | 0.6 | -2
COc1cc(NC(=O)c2cccc(F)c2)ccc1NC(=O)c1cc2ccccc2o1 | 1 | 99 | 1 | 26 | 11 | 14 | -0.1 | 2.0 | -2
CCCc1cc(=O)oc2cc(C)cc(OCC(=O)NCC(O)c3ccccc3)c12 (centres undefined) | 8 | 106 | -1 | -8 | 5 | -1 | 0.1 | -2.4 | -1
CCOC(=O)c1ccc(NC(=O)NCc2c(C)nn(CC)c2C)cc1 | -3 | 92 | 5 | 2 | -4 | 6 | 0.1 | -3.7 | -1
O=C(NCc1ccco1)c1ccccc1Br | 0 | 95 | -4 | 4 | -1 | -5 | -0.1 | -0.3 | -4
Cc1c(Cl)cccc1NC(=O)COC(=O)Cc1ccsc1 | -7 | 204 | -3 | x | 0 | -11 | -0.1 | x | x
Cc1csc(SCC(=O)NC(=O)NC(C)(C)C)n1 | -6 | 87 | 3 | 0 | 0 | 3 | -0.1 | 3.9 | -1
CCN(C(=O)COC(=O)CNC(=O)c1ccc(C)cc1)c1c(N)n(Cc2ccccc2)c(=O)[nH]c1=O | 6 | 88 | 6 | x | 3 | 7 | -0.1 | x | x
CN(C)CC(C)(C)CNS(=O)(=O)CC12CCC(CC1=O)C2(C)C (centres undefined) | 11 | 102 | 3 | 8 | 5 | 10 | -0.1 | 4.0 | 0
COc1cc(OC)c(NS(=O)(=O)c2coc(C(N)=O)c2)cc1Cl | 7 | 101 | -1 | 1 | 3 | -4 | 0.0 | -2.9 | 5
N#CC1=C(SCC(N)=O)NC2=C(C(=O)c3ccccc32)C1c1ccc(Cl)cc1 (centres undefined) | 14 | 110 | -5 | 0 | 6 | 3 | -0.2 | -3.3 | 1
COc1ccccc1NC(=O)Nc1ccnn1C1CCN(C(=O)c2cscn2)CC1 | 5 | 118 | -1 | -3 | 6 | 14 | 0.6 | -1.8 | 6
CCOC(=O)c1[nH]ncc1CN1CCCC(C(=O)c2ccc(SC)cc2)C1 (centres undefined) | -5 | 101 | 5 | 6 | 3 | 0 | -0.1 | 0.6 | 0
CCn1c(SCc2nc(-c3ccccc3)no2)nnc1-c1ccco1 | 2 | 100 | 7 | -9 | 3 | -6 | -0.1 | -0.3 | -3
Cc1ccccc1OCCC(=O)OCC(=O)Nc1c(F)cccc1F | 0 | 99 | 3 | -5 | 5 | -1 | 0.1 | 3.0 | -1
CCOc1ccc(NC(=O)CNC(=O)c2ccco2)cc1 | -4 | 101 | 6 | -4 | -6 | 1 | 0.0 | 0.8 | 2
Cc1ccccc1C(=O)Nc1nnc(-c2ccncc2)o1 | 2 | 77 | -4 | 4 | 2 | 3 | -0.3 | 1.2 | 1
COC(=O)COc1ccc(S(=O)(=O)N2CCN(c3ccc(OC)cc3)CC2)cc1 | 4 | 105 | 5 | 1 | 5 | 8 | 0.1 | 0.7 | -1
COc1cc(C(=O)N/N=C/c2ccc(OC)c(CN3CCN(c4ccc(F)cc4)CC3)c2)ccc1O | -2 | 83 | 8 | 13 | 1 | 10 | 0.0 | -1.9 | -2
CCCCCCN1CC(O)=C(c2ccccc2)C1=N | 5 | 115 | 0 | 7 | -2 | -15 | -0.1 | 0.3 | 3
COc1cccc(N/C=C(\C#N)c2ccc(OCCCF)cc2)c1 | 4 | 108 | 5 | 0 | 4 | 1 | 0.0 | -1.7 | 2
SMILES | MCL1 BIM primary | CR mimetic SO | GLD-1 TGE inh | EBNA-1 inhibitor | BCLXL inh | ZTA DNA inh | Efflux pump mplx | MEX-5 binding | Fam108B inh
CCC(=O)N1CCc2cc(S(=O)(=O)NC(C(=O)N3CCc4ccccc4C3)C(C)C)ccc21 (centres undefined) | 2 | 90 | 4 | 4 | 4 | 6 | 0.2 | x | 0
CN(C)CCCNC(NC(=O)/C=C/c1ccccc1)C(Cl)(Cl)Cl (centres undefined) | 4 | 100 | 1 | -12 | 1 | -9 | 0.2 | 0.4 | -2
O=C(CN1CCCC1)Nc1cc(C(F)(F)F)cc(C(F)(F)F)c1 | 11 | 95 | 3 | 4 | 3 | 6 | -0.1 | 0.2 | 2
COc1ccc(CCCc2n[nH]c(=S)o2)c(C)c1 | -33 | 82 | 6 | -2 | -30 | -4 | 0.0 | 0.9 | -4
COc1ccc(CCNC(=O)[C@@H](NC(=O)N2CC(=O)Nc3ccccc32)C(C)C)cc1OC | 1 | 106 | 6 | -5 | 4 | 19 | -0.1 | 1.8 | -1
C=CCNC(=O)CN1CCC(O)(c2ccccc2)CC1 | 3 | 91 | 7 | 9 | 7 | -15 | 0.0 | 1.1 | 5
Cc1cccc(NS(=O)(=O)c2ccc(C(=O)NCC3CCCO3)cc2)c1C (centres undefined) | 13 | 107 | 4 | 17 | -6 | 9 | -0.3 | 0.8 | 2
O=C(CNC(=O)c1ccncc1)N/N=C/c1cc(Br)ccc1O | -4 | 100 | -1 | -15 | -3 | -18 | 0.7 | -1.5 | 5
COc1ccccc1NC(=O)Nc1nc(CC(=O)N2CCN(c3ccccc3OC)CC2)cs1 | -5 | 105 | 10 | -1 | 1 | -6 | -0.1 | -0.2 | 3
CCCCCCNCC(=O)N1CCC(Cc2ccccc2)CC1 | -1 | 102 | -2 | 6 | 1 | -5 | 0.1 | 2.3 | 3
O=C(CSc1nccn1Cc1ccc(F)cc1)Nc1ccc(F)cc1F | 3 | 108 | 6 | 3 | -1 | -10 | 0.3 | -0.7 | 1
O=S(=O)(c1ccc(F)cc1)N1CCN(c2nc(-c3ccc(F)cc3)cs2)CC1 | 1 | 94 | 3 | 4 | 3 | 10 | 0.2 | 1.9 | -2
CCC(=O)NCc1csc(-c2cccs2)n1 | 1 | 107 | 0 | -6 | 1 | -2 | -0.1 | x | -4
COc1ccc(Cn2nnnc2C(c2cccs2)N2CCN(c3ccccc3)CC2)cc1 (centres undefined) | -2 | 95 | 2 | -7 | -1 | -13 | 0.0 | 2.5 | 0
COc1ccc(-c2cc(C(F)(F)F)nc(SCC(=O)NCc3cccs3)n2)cc1 | 3 | 90 | 4 | -7 | 1 | 9 | 1.2 | 2.6 | 2
COc1cc(S(=O)(=O)N2CCCCC2)ccc1NC(=O)/C=C/c1ccccc1 | 3 | 96 | -1 | 5 | 2 | 11 | 0.0 | 1.7 | -14
O=C(CC(=O)N/N=C\c1ccccc1[N+](=O)[O-])NCCc1ccccc1 | 3 | 105 | 1 | -4 | 5 | -7 | 0.1 | 0.9 | 0
Cc1ccc(C)c(S(=O)(=O)Nc2ccccc2C(=O)Nc2ccccc2N2CCOCC2)c1 | 12 | 82 | 1 | 2 | 8 | -6 | -0.2 | 0.7 | 1
COc1ccccc1NC(=S)NNC(=O)c1cc(C)nn1C | 6 | 93 | -1 | -4 | 8 | 3 | 0.1 | -16 | 0
CCNC(=S)N=Nc1c(O)[nH]c2ccc(C(C)C)cc12 | 13 | 96 | 13 | 0 | 6 | 9 | -0.1 | -2.6 | -5
CCc1ccc(NC(=S)N(Cc2ccc(Cl)cc2)Cc2ccc(C(=O)O)cc2)cc1 | 4 | 122 | 4 | 11 | 10 | 5 | 0.2 | -1.5 | -3
O=[N+]([O-])c1nn(-c2ccc(Cl)cc2)n(O)c1=NCc1ccncc1 | 3 | 101 | 8 | -10 | 3 | -14 | 0.0 | 3.7 | -1
CCOc1cc(N2CCOCC2)c(OCC)cc1NC(=O)COC(=O)[C@H](Cc1c[nH]c2ccccc12)NC(C)=O | -2 | 98 | -3 | 6 | 2 | 2 | -0.3 | -3.5 | 1
COc1ccc2c(c1)-c1ccccc1S(=O)(=O)N2C | 1 | 101 | 9 | 9 | -3 | 10 | -0.3 | 3.5 | 2
COC(=O)C(N)Cc1ccc(O)c(O)c1 (centres undefined) | 11 | 104 | 71* | 9 | 11 | -5 | 0.0 | -15 | 0
SMILES | MCL1 BIM primary | CR mimetic SO | GLD-1 TGE inh | EBNA-1 inhibitor | BCLXL inh | ZTA DNA inh | Efflux pump mplx | MEX-5 binding | Fam108B inh
O=C(CSc1nncc2ccccc12)Nc1ccccc1 | 3 | 99 | 4 | 0 | 2 | -21 | 0.0 | 1.0 | -1
COC(=O)c1cccc(NC(=O)CCc2ccccc2)c1 | 1 | 91 | 7 | 10 | 5 | 0 | 0.5 | -2.3 | -3
O=C(NCc1ccco1)c1cc(Cl)nc(Cl)c1 | -2 | 103 | 4 | 2 | 1 | 6 | -0.1 | -0.7 | -1
COc1ccc(OC)c(S(=O)(=O)NC2CCCCNC2=O)c1 (centres undefined) | 6 | 110 | -2 | -16 | 6 | 5 | 0.1 | 0.8 | -5
COc1ccc([N+](=O)[O-])cc1NC(=O)CSc1nccc(C)n1 | 8 | 106 | -4 | -9 | 3 | -10 | 0.2 | 0.2 | 11
COc1cc(OC)cc(C(=O)N2CCN(C(=O)c3cccnc3)CC2)c1 | 3 | 101 | 8 | -1 | 11 | -10 | -0.1 | -1.5 | -5
Cc1cccn2c(NC(=O)c3cccs3)c(-c3ccccc3)nc12 | -11 | 89 | 6 | -3 | 4 | 14 | 0.3 | -1.3 | 2
COC(=O)C1CCN(C(=O)CC(NC(=O)C(F)(F)F)c2cccs2)CC1 (centres undefined) | 1 | 96 | -2 | -9 | 4 | -5 | 0.1 | -0.5 | -5
O=C(CN1C(=O)S/C(=C\C=C\c2ccccc2)C1=O)Nc1ccc(C(=O)O)cc1 | 28 | 89 | -2 | 0 | 11 | 23 | -0.1 | -2.4 | -15
O=C(Cn1c(-c2cscn2)nc2ccccc21)Nc1cc(F)ccc1F | 1 | 96 | 1 | 8 | -3 | 9 | -0.3 | -2.1 | -2
CNC(=O)COc1ccc(S(=O)(=O)Nc2ccc(OC)cc2)cc1 | 1 | 94 | 5 | -4 | 7 | 8 | 0.0 | -3.0 | 1
O=C(O)c1cc(-c2ccc3ccccc3c2)nc2ccc(F)cc12 | 3 | 188 | 1 | 2 | 1 | -3 | 0.2 | 1.9 | 0
COC(=O)c1nn(-c2ccccc2)c(=O)cc1Sc1ccc(Cl)cc1 | 7 | 96 | 3 | 2 | 5 | -4 | 0.6* | 0.6 | -2
NC(=O)CCCn1c(C(=O)c2ccc(Cl)cc2)c2ccc(C(F)(F)F)cc2[n+]1[O-] | 0 | 94 | -2 | 14 | 5 | 4 | -0.2 | 0.8 | 9
CC(NC(=O)Cn1cnnn1)C12CC3CC(CC(C3)C1)C2 (centres undefined) | -9 | 110 | 4 | -4 | -8 | -3 | -0.1 | 1.0 | -1
